# GSK3A inh = blockers of GSK3A enzyme activity – biochemical, luminescence, cell-free homogeneous, HTS, primary screen. actives 0.1% (n = 320,000). inhibition, % at 10 µM. GSK-3 alpha kinase, ADP-Glo luminescence, 60 min. Glycogen synthase kinase-3 alpha (Homo sapiens), P49840;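 in the data active = inhibition above about 50%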;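 note: GST-tagged GSK-3 alpha with peptide substrate and 25 µM ATP; 0% = DMSO neutral wells and 100% = GW8510 positive control wells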
# Target sequence (P49840 whole entry, looked up): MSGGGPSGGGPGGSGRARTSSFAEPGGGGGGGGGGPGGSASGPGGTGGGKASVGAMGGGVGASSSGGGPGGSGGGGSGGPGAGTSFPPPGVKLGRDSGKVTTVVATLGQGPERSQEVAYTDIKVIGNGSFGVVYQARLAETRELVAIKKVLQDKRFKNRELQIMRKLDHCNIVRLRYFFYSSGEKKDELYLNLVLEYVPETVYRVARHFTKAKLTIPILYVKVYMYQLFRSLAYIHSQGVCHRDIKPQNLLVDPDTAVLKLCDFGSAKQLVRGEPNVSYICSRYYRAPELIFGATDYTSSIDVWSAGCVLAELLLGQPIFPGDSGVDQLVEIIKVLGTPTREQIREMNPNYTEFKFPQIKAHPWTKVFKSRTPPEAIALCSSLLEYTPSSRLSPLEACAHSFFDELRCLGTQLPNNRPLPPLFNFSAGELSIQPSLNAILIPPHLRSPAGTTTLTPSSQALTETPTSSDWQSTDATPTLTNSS
# * marks the source's active call; other numbers are inactive results. A portion of the library; rates above refer to the full screens.
# Preview:
GSK3A inh | molecule
-3.2 | Nc1cc(Cl)ccc1C(=O)OCC(=O)NC1CCCCCCC1
-5.0 | Cc1ccc(NC(=O)c2nc[nH]c2C(=O)NCCCCCNC(=O)OC(C)(C)C)cc1
-3.1 | CCN(c1ccccc1)S(=O)(=O)c1ccc(Cl)c(NC(=O)CN2CCN(C)CC2)c1
0.3 | COc1cccc(C(=O)OCC(=O)c2[nH]c(C)c(C(C)=O)c2C)c1
-2.2 | COc1cccc(CC(=O)Nc2ccc3c(c2)OC2(CCCC2)O3)c1

# Main list, from the first entry:
GSK3A inh | molecule
-3.2 | Nc1cc(Cl)ccc1C(=O)OCC(=O)NC1CCCCCCC1
-5.0 | Cc1ccc(NC(=O)c2nc[nH]c2C(=O)NCCCCCNC(=O)OC(C)(C)C)cc1
-3.1 | CCN(c1ccccc1)S(=O)(=O)c1ccc(Cl)c(NC(=O)CN2CCN(C)CC2)c1
0.3 | COc1cccc(C(=O)OCC(=O)c2[nH]c(C)c(C(C)=O)c2C)c1
-2.2 | COc1cccc(CC(=O)Nc2ccc3c(c2)OC2(CCCC2)O3)c1
1.7 | COc1cc(C(=O)NCCCN2CCCC2=O)cc(Br)c1OCc1ccccc1
-3.2 | O=C(NC1CCCC1)c1cccc2c1C(=O)c1ccc(N3CCCCC3)cc1S2(=O)=O
0.6 | O=C1C=C(c2cc(F)ccc2F)C[C@@H](c2ccc(F)cc2)C1
2.6 | Cc1ccc(N2C(=O)N3[C@@H]4c5ccccc5OC[C@@H]4[C@@H](c4ccccc4)[C@@]3(C)C2=O)cc1
1.7 | CCc1noc(C)c1C(=O)N(CC)CC(=O)NCc1ccc(Cl)cc1
-4.6 | CCN(C(=O)CN1CCCC(C)C1)c1c(N)n(Cc2ccccc2)c(=O)[nH]c1=O (stereo not drawn)
-0.2 | O=C(CSc1nnnn1-c1cccc(F)c1)NC1CC1
-0.2 | COc1ccc2nc(-c3ccccc3)cc(C(=O)OCC(=O)N3CCCCC3)c2c1
-0.2 | COc1ccc(S(=O)(=O)N2CCCCC2)cc1NC(=O)Cn1cnc2c1c(=O)n(C)c(=O)n2C
-0.6 | CCC(=O)Nc1ccc(C(=O)CN2C(=O)NC3(CCCCCC3)C2=O)cc1
1.6 | COc1ccc(OC)c(NC(=O)COC(=O)C2CCC2)c1
-2.6 | Cc1ccc(Sc2ccc(S(=O)(=O)Nc3ccc(CC(=O)O)cc3)cc2)cc1C
-2.9 | C[C@H]1CN([C@@H](C)CO)C(=O)c2cccc(NC(=O)c3ccc(-c4nccs4)cc3)c2O[C@@H]1CN(C)C(=O)NC1CCCCC1
-2.4 | CC1CC(C)CN(S(=O)(=O)c2ccc(NC(=O)c3ccc(=O)[nH]c3)cc2)C1 (stereo not drawn)
-2.8 | Cc1ccc(S(=O)(=O)N2CCC[C@H]2C(=O)NCc2ccccc2Cl)cc1
0.2 | COc1ccc(-c2ccc3c(c2)c(-c2cccs2)c(-c2cc(OC)cc(OC)c2)n3C)cc1
-0.2 | Cc1ccc(S(=O)(=O)NCCCNS(=O)(=O)c2ccc(C)cc2)cc1
-3.3 | COC(=O)[C@H]1C[C@H](C(=O)O)[C@@H](C)C1(C)C
10.1 | CCCn1c(CCl)nc2cc(S(=O)(=O)N3CCOCC3)ccc21
-0.3 | CC1CN(C(=O)COc2ccc3ccccc3c2)CC(C)O1 (stereo not drawn)
-0.3 | CN(CC(=O)NC1CCN(Cc2ccccc2)CC1)S(=O)(=O)c1ccc(Cl)s1
-1.8 | COc1ccc(C(=O)NCC(C)(C)N2CCOCC2)cc1S(=O)(=O)N1CCCC1
0.2 | Cc1cccc(C(=O)NCC(=O)N2CCCCCCC2)c1
-0.7 | Cc1ccc(-c2cn(CCN)c(-c3ccncc3)n2)cc1
-0.4 | Cc1ccc(S(=O)(=O)n2cc(-c3ccccc3)c3ccccc32)cc1

# Compounds shown so far containing an aryl thioether with sulfur outside any ring (2):
GSK3A inh | molecule
-0.2 | O=C(CSc1nnnn1-c1cccc(F)c1)NC1CC1
-2.6 | Cc1ccc(Sc2ccc(S(=O)(=O)Nc3ccc(CC(=O)O)cc3)cc2)cc1C

# (more compounds)
GSK3A inh | molecule
4.9 | C=CCOc1ccc(C=NNc2ccc(S(=O)(=O)Nc3ccccc3C(=O)O)cc2[N+](=O)[O-])cc1OC
-3.3 | Cc1cc(C)n2nc(SCC(=O)Nc3ccc(F)cc3[N+](=O)[O-])nc2n1
0.7 | O=C(OCC#CCSc1nnc(-c2cccc3ccccc23)o1)c1ccc(F)cc1
-2.8 | Cc1ccccc1OCCC(=O)NNC(=O)COc1cccc(F)c1
2.5 | COc1cc(/C=C/C(=O)OCC(=O)NC(=O)NCc2ccco2)ccc1OC(F)F
-3.9 | C/C=C(\C)C(=O)OC(C)(C)[C@@H]1Cc2cc3ccc(=O)oc3cc2O1
2.0 | O=C(Cn1ccc(NC(=O)OCc2ccccc2)nc1=O)NCc1nc2ccccc2[nH]1
-2.4 | COc1ccc(/C=C/C(=O)OCC(=O)N2CCCC2)c(OC)c1
3.8 | COc1cc(OC)cc(-c2sc3ccc(OC)cc3c2C#CCCO)c1
-3.4 | COc1ccc(C#Cc2c(-c3ccccc3)n(C)c3ccccc23)cc1
-2.2 | O=C1C=C(c2ccc(Cl)c(C(F)(F)F)c2)C[C@@H](c2ccc(F)cc2)C1
0.3 | CCOc1ccccc1N1CCN(C(=O)C2=CC=CN3CCS(=O)(=O)N=C23)CC1
2.4 | CCN(C(=O)COC(=O)c1cc(Cl)ccc1OC)c1c(N)n(Cc2ccccc2)c(=O)[nH]c1=O
-2.9 | O=C(CCNC(=O)c1ccccc1Cl)Nc1ccc(S(=O)(=O)Nc2nccs2)cc1
-1.5 | CCCCn1c(N)c(N(CC)C(=O)c2ccncc2)c(=O)[nH]c1=O
1.4 | O=C(C1CCC1)N1CCN(S(=O)(=O)c2ccc([N+](=O)[O-])cc2)CC1
0.0 | Cc1onc(-c2c(F)cccc2Cl)c1C(=O)Nc1ccc(S(=O)(=O)N2CCOCC2)cc1
-1.8 | CN(Cc1ccc(Cl)s1)C(=O)CNC(=O)CNC(=O)c1ccc(Cl)cc1Cl
-2.3 | CC(Sc1nnc(-c2cccnc2)o1)C(=O)NC1CCCC1 (stereo not drawn)
0.6 | CC[C@@]1(C(=O)OC)N[C@H](CN(C)C(=O)c2ccc(F)cc2)[C@@H]2C(=O)N(Cc3ccccc3)C(=O)[C@@H]21
-6.0 | COc1cc(/C=C/C(=O)OCC(=O)NC(C)c2ccccc2)cc(OC)c1OC (stereo not drawn)
-2.4 | CCC1(CC)NC(=O)N(CC(=O)Nc2ccc(OCc3ccccc3)cc2)C1=O
-0.1 | CCN(CC)C(=O)c1[nH]cnc1C(=O)Nc1cccc(C)c1
2.3 | CCN(Cc1cccs1)C(=O)c1cccc(S(=O)(=O)N2CCN(C)CC2)c1
-2.1 | COc1ccc(C(=O)Nc2ccc(NC(C)=O)cc2)cc1S(=O)(=O)N1CCCC1
-0.7 | CN(C)S(=O)(=O)c1ccc(N2CCCC2)c(C(=O)NNC(=O)c2ccccc2)c1
10.6 | O=C(Nc1ccc(N2CCN(C(=O)c3ccco3)CC2)cc1)c1cc(Br)ccc1Cl
-0.4 | COc1ccccc1C(=O)NCC(=O)OC(C)C(=O)NC1CCCCC1C (stereo not drawn)
1.1 | C[C@H](CO)N1C[C@H](C)[C@@H](CN(C)C(=O)NC2CCCCC2)Oc2c(NC(=O)Nc3ccc4c(c3)OCO4)cccc2C1=O
-6.0 | C[C@H](CO)N1C[C@H](C)[C@@H](CN(C)S(=O)(=O)c2cccs2)Oc2ccc(NS(=O)(=O)c3cn(C)cn3)cc2C1=O
0.8 | N#Cc1ccc(C(=O)NC(=S)N2CCN(C=O)CC2)cc1
-2.6 | Cc1ccc(NC(=O)COC(=O)CCc2c(C)nc3ncnn3c2C)cc1
-8.6 | CN(c1ccccc1)S(=O)(=O)c1ccc(Cl)c(C(=O)NCc2ccccc2CN2CCCC2)c1
-0.4 | Cc1ccc(CC(=O)OCC(=O)c2ccc[nH]2)cc1C
0.7 | O=C(Cn1c(=O)cnc2ccccc21)Nc1cccc(S(=O)(=O)N2CCCCC2)c1
-3.9 | CC1(C)C(=O)N(CCN2CCC(C(=O)c3ccc(F)cc3)CC2)c2ccccc21
-1.9 | COc1cc(NCc2ccccc2)c2ncn(Cc3ccccc3)c2c1
-4.1 | O=C(CN1C(=O)C2CCCCC2C1=O)Nc1cccc(C(F)(F)F)c1 (stereo not drawn)
-1.0 | COc1ccc(C(=O)NCC2COc3ccccc3O2)cc1S(=O)(=O)N1CCOCC1 (stereo not drawn)
-1.7 | COc1ccc2c(CC(=O)OCc3nc4ccsc4c(=O)[nH]3)coc2c1
-4.6 | CN(CC(=O)Nc1ccc(Cl)c(Cl)c1)C(=O)CNC(=O)Cc1ccccc1
-3.9 | O=C(COC(=O)C1CC2CCCC(C1)C2=O)NC1CCCCC1 (stereo not drawn)
-5.4 | COc1cc2ccccc2cc1C(=O)NC1CCCC1
-1.3 | C[C@H](CO)N1C[C@H](C)[C@@H](CN(C)Cc2ccncc2)Oc2c(NC(=O)C3CC3)cccc2C1=O
2.0 | NC(=O)c1ccsc1NC(=O)COC(=O)CNC(=O)c1ccc(F)cc1
-0.6 | CCn1c(C)nc2cc(C(=O)NNC(=O)CN(C)S(=O)(=O)c3ccc(NC(C)=O)cc3)ccc21
-0.1 | O=C(COC(=O)C1CCCO1)Nc1nc(-c2ccc(F)cc2)cs1 (stereo not drawn)
-3.6 | CCOc1ccc(NC(=O)CN(C)C(=O)/C=C/c2ccco2)cc1OCC
-0.3 | CC(=O)Nc1ccc(SC[C@H](C)CN2CC[C@H](C(C)(C)C)CCC2=O)cc1
-4.3 | Cc1ccccc1-c1nnc(SCC(=O)NCC2CCCO2)o1 (stereo not drawn)
-2.7 | Cc1cccc(NC(=O)c2nc[nH]c2C(=O)NCCCNC(=O)c2[nH]cnc2C(=O)Nc2cccc(C)c2)c1
-2.4 | CC(=O)c1c(C)[nH]c(C(=O)Nc2cccc(S(=O)(=O)N3CCCCC3)c2)c1C
-2.1 | CCOC(=O)C1CCN(CC(=O)Nc2ccc(OC)c(S(=O)(=O)N3CCCCC3)c2)CC1
-0.1 | Cc1[nH][nH]c(=O)c1C
-0.4 | CCOC(OCC)c1cc2ccccc2cn1
0.4 | CCc1noc(C)c1C(=O)N1CCN(S(=O)(=O)c2ccc(Cl)cc2)CC1
-0.9 | O=C(COC(=O)/C=C/c1cccc(F)c1)Nc1cccc(S(=O)(=O)NC2=NCCCCC2)c1
-2.8 | CSc1ccc(/C=N/NC(=O)c2ccc(-n3cnnn3)cc2)cc1
-0.1 | O=C(Nc1cccc(C2=NCCN2)c1)Nc1cccc(C2=NCCN2)c1
-2.8 | CC(NC(=O)c1ccc(Br)o1)c1ccc(-n2ccnc2)cc1 (stereo not drawn)

# Filtered by structure: the compounds so far with a CF3 group (2)
GSK3A inh | molecule
-2.2 | O=C1C=C(c2ccc(Cl)c(C(F)(F)F)c2)C[C@@H](c2ccc(F)cc2)C1
-4.1 | O=C(CN1C(=O)C2CCCCC2C1=O)Nc1cccc(C(F)(F)F)c1 (stereo not drawn)

# Continuation.
GSK3A inh | molecule
-6.5 | COc1ccc(NC(=O)COC(=O)C2CC2)cc1S(=O)(=O)N1CCCCC1
-3.9 | COc1cccc(-c2ncc3ccccc3c2COC(=O)N2CCOCC2)c1
-3.1 | Cc1cc(C(=O)NC2CCCCCC2)c2ccccc2n1
1.7 | CCN(C(=O)COC(=O)c1ccc2c(c1)OCO2)c1ccc(F)cc1
-4.6 | CS(=O)(=O)c1ccc(Cl)c(NC(=O)C2CCN(S(=O)(=O)c3cccs3)CC2)c1
-0.7 | COc1ccc(C(=O)OCC(=O)c2ccc(CNC(C)=O)s2)cc1
-2.2 | O=C1N[C@H](Cc2ccccc2)COC(=O)[C@H](Cc2ccc(F)cc2)CC/C=C/C[C@@H]1CC(=O)N(CCO)Cc1ccccc1
-1.9 | CN1CCCN(C(=O)CNC(=O)c2ccc(Cl)cc2Cl)CC1
-3.2 | O=C1CCN(Cc2ccccc2)S(=O)(=O)c2c(F)cc(F)cc21
-1.7 | O=C1N[C@@H](Cc2ccccc2)COC(=O)[C@H](Cc2ccc(F)cc2)CC/C=C/C[C@H]1CC(=O)N(CCO)Cc1ccccc1
0.1 | CCN1C[C@@H]2[C@@H]3C(=O)N(C)C(=O)[C@@H]3[C@](CC)(C1=O)N2C(=O)c1ccc(C(C)(C)C)cc1
-2.2 | CN(C(=O)COC(=O)c1cc2ccccc2cc1O)c1ccccc1
-2.2 | Cc1nc(SCC(=O)N(CC(C)C)C2CCS(=O)(=O)C2)c2c(C)c(C)sc2n1 (stereo not drawn)
0.0 | CC(=O)c1ccc(OCC(=O)Nc2ccc(N3CCCCC3)cc2)cc1
-0.6 | CN(Cc1ccccc1)C(=O)c1[nH]cnc1C(=O)NCCCCCNC(=O)OC(C)(C)C
-0.6 | CC(C)COC(=O)OCN1C(=O)CN(CCN2CC(=O)N(COC(=O)OCC(C)C)C(=O)C2)CC1=O
-0.9 | CCCCN(CC(=O)NC1CC1)S(=O)(=O)c1ccc(OCC)cc1
-0.3 | CC1CCCC(NC(=O)CSc2nnc(-c3cccnc3)n2N)C1C (stereo not drawn)
0.9 | CC(C)NC(=O)N(C)C[C@H]1Oc2c(NC(=O)Nc3ccc(C(F)(F)F)cc3)cccc2C(=O)N([C@H](C)CO)C[C@@H]1C
-2.5 | CNC(=O)c1[nH]cnc1C(=O)Nc1cccc(C)c1
-3.3 | O=C1CC(c2ccc(O)cc2)Oc2ccccc21 (stereo not drawn)
-5.4 | COC(=O)c1ccc(OCC(=O)Nc2ccccc2C(=O)NC2CC2)cc1
-0.9 | CC(C)(C=O)Cc1cc(C(C)(C)C)c(O)c(C(C)(C)C)c1
-1.0 | Cc1ccc(NC(=O)C2CCN(S(=O)(=O)c3cc([N+](=O)[O-])ccc3Cl)CC2)nc1
-0.7 | COc1cc(NC(=O)COC(=O)CC2CC3CCC2C3)cc(OC)c1 (stereo not drawn)
-3.5 | CC(=O)Nc1sc(C)c(C)c1C(=O)OCC(=O)NCc1ccc(F)cc1
-2.0 | O=C(CN1C(=O)C(=O)N(C2CCCC2)C1=O)Nc1cc(Cl)ccc1[N+](=O)[O-]
-2.3 | COc1cc2c(C#CCO)c(-c3ccc(C#N)cc3)oc(=O)c2cc1OC

# Screens as filed in PubChem BioAssay.
